Screening results (PubChem BioAssay)
esBAF inh – Bmi1 luciferase reporter increase in mESCs, primary screen, esBAF inhibitor project, mouse ES cells, Bmi1 luciferase knock-in, single point; 24 h; 100% = twice the neutral-well signal; reporter increase, % at 12.5 µM; 350,000 compounds, 2% hits; AID 602393, 2012; in the data active = activation above about 40%;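 also: 0% = median of the plate's neutral control wells and 100% = double that signal; a rise in the Bmi1 reporter signal indicates esBAF inhibition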
GSIS activator – GLuc luminescence reporter in INS-1E cells, primary screen for activators of glucose-dependent secretion of insulin; INS-1E GLuc reporter insulin secretion, 2-3 h; 370,000 compounds, 0.61% hits; activation, % at 16.6 µM;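 active = lowest replicate activation of at least 40%, so every replicate reaches that level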;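 also: 0% = median of neutral control wells and 100% = median of IBMX positive control wells; some compounds called inactive have numbers as strong as hits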
ERAP1 HTS inh – human ERAP1 aminopeptidase inhibitors, primary screen, biochemical, single point, plate reader; recombinant ERAP1, Leu-AMC fluorescence, 60 min; inhibition, % at 10.7 µM; 340,000 compounds, 0.15% hits;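 active = mean replicate inhibition of at least 30%, or all replicates individually reaching that 30% level; inactive = mean below 30% and not every replicate reaching it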;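 also: 0% = neutral control wells and 100% = L-leucinethiol positive control wells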
RAD52 anneal inh – RAD52 DNA annealing inhibitors, primary screen, biochemical, FRET, single point, set 2; DNA repair protein RAD52 homolog (Homo sapiens), P43351; recombinant RAD52 DNA annealing, FRET fluorescence; inhibition, % at 18.7 µM; 360,000 compounds, 0.46% hits; AID 651710, 2012;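 active = every replicate showing at least 50% inhibition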
Target sequence (P43351 whole entry, looked up): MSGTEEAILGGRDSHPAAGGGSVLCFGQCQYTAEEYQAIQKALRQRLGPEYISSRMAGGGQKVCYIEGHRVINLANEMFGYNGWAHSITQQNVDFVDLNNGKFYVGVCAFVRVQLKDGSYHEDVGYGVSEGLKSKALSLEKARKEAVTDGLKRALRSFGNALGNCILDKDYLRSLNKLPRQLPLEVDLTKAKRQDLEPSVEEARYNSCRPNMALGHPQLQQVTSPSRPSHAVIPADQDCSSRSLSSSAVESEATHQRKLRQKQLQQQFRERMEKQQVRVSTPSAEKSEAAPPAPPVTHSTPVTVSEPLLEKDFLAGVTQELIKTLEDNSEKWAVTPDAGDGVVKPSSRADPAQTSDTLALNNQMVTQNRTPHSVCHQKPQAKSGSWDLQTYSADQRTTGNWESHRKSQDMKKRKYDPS
Xi reactivation – activators of inactive X chromosome reactivation, primary screen, imaging, XiGFP fibroblasts, GFP high-content imaging, set 2; XiGFP mouse fibroblasts, % GFP-positive cells imaging, 3 d; cells co-treated with 5-aza-dC sensitizer; scaled so ellipticine positive control = 100%; activation, % at 7.58 µM; 360,000 compounds, 0.055% hits;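 active = mean normalized replicate activation at least 10% and every replicate at or above 10%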;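 also: 0% = median of on-plate neutral control wells and 100% = ellipticine 6 µM median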
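Schedule: 3 d treatment, 15 min room-temperature fixation; system: 68-5-11 XiGFP fibroblast line; buffer or medium: DMEM plus 5-aza-dC sensitizer; control set: ellipticine 6 µM positive control; compound: one concentration, pinned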
RAD54 inh – inhibitors of human RAD54 branch migration, primary screen, biochemical, fluorescence, single point; inhibition, % at 10.4 µM; DNA repair and recombination protein RAD54-like (Homo sapiens), Q92698; 360,000 compounds, 0.14% hits; RAD54 Holliday junction branch migration, FAM/BHQ fluorescence; AID 602329, 2012;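 active = mean normalized replicate activity at least 40 and at least half of replicates scoring 40 or more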;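 also: 0% = median of neutral control wells and 100% = median of positive control wells; inhibitors cause a drop in the FAM fluorescence signal; in these data hits start at about 50%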
CFTR F508del cor – F508del CFTR correction, initial screen, CFBE line, single point | AID 720511, 2013 | 350,000 compounds, 0.36% hits | activity (quench increase), % at 7.58 µM | CFBE cells, YFP halide quenching; stimulated with forskolin plus potentiator P3; % fluorescence drop versus neutral controls;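 active = mean added fluorescence quench of at least 8% versus neutral control, with both replicates also reaching 8%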;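 also: cells transiently co-express mutant CFTR-F508del with the halide-sensitive YFP; corrector assay measuring rescue of mutant channel to the surface after 24 h compound exposure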
ARNT TACC3 PPI – disruptors of ARNT/TACC3 protein interaction, primary screen, biochemical, AlphaScreen, single concentration; 390,000 compounds, 0.66% hits; AlphaScreen His-ARNT PAS-B/GST-TACC3 binding, luminescence; TACC3 fragment carries E629A point mutation; AID 623870, 2012; inhibition, % at 9.99 µM; Transforming acidic coiled-coil-containing protein 3 (Homo sapiens), Q9Y6A5;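 active = mean inhibition of replicates at least 50% and at least half of replicates each reaching 50%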;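 also: 0% = complete ARNT plus TACC3 wells and 100% = ARNT alone without TACC3; many hits fall short of the cut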
* = called active by the depositor; · = not tested or not shown; & = joins results of further samples.

Compound,esBAF inh,GSIS activator,ERAP1 HTS inh,RAD52 anneal inh,Xi reactivation,RAD54 inh,CFTR F508del cor,ARNT TACC3 PPI
C[C@@H]1CN([C@H](C)CO)C(=O)c2cccc(NC(=O)C3CCCCC3)c2O[C@H]1CN(C)S(=O)(=O)c1cn(C)cn1,-11,5,·,·,-0.9,·,-1.3,·
O=C(NCc1ccon1)c1ccc(OC2CCN(CCc3ccccc3)CC2)cc1,-6,4,5,-21,0.0,12,0.0,4
CCC(=O)N(C)C[C@H]1Oc2cc(-c3cccc(F)c3)ccc2S(=O)(=O)N([C@H](C)CO)C[C@@H]1C,-3,-6,1,20,0.0,-1,0.4,2
COc1ccc(CN(C)C[C@@H]2Oc3ccc(NC(=O)NC(C)C)cc3CC(=O)N([C@@H](C)CO)C[C@H]2C)cc1,2,16,0,0,0.2,-13,-1.5,-4
O=C(CNC(=O)c1ccccc1Cl)NCCc1cccs1,3,5,-2,-14,0.0,-4,-1.2,38
COCC#Cc1ccc2c(c1)O[C@H](CN(C)C(=O)Nc1ccccc1F)[C@@H](C)CN([C@@H](C)CO)S2(=O)=O,-2,-6,6,1,-0.1,1,1.1,·
COC(=O)c1sccc1S(=O)(=O)Nc1ccc(C(O)(C(F)(F)F)C(F)(F)F)cc1,0,5,-3,-10,-0.1,12,-1.9,·
CCN(CC)CCn1c(=S)[nH]c2cc(C(=O)NCCc3ccc(OC)c(OC)c3)ccc2c1=O,-5,48,-3,-22,0.1,4,-0.2,·
C/C(=N\Nc1nc(-c2ccc(C)cc2C)cs1)c1cc2ccccc2oc1=O,·,13,0,-22,0.0,·,·,35
CCOCCCNC(c1ccccc1)c1ccncc1 (stereo not given),1,13,-3,2,0.3,-10,-2.3,-1
CSc1ccccc1NC(=O)c1ccc2c(c1)CCN2S(C)(=O)=O,19,8,1,-3,0.0,3,0.7,10
Cn1c(N)c(C(=O)COC(=O)/C=C/c2ccccc2Cl)c(=O)n(C)c1=O,39,4,2,-5,0.2,5,-1.3,-10

Next part:
Compound,esBAF inh,GSIS activator,ERAP1 HTS inh,RAD52 anneal inh,Xi reactivation,RAD54 inh,CFTR F508del cor,ARNT TACC3 PPI
CCNC(=O)NC(=O)C(C)N1C(=O)NC(c2ccccc2)(c2ccccc2)C1=O (stereo not given),1,9,-4,-10,0.0,-8,-1.0,5
CC(OC(=O)c1nc(Cl)ccc1Cl)C(=O)NCc1ccccc1 (stereo not given),-2,17,2,-73,0.0,7,-0.4,·
COc1ccccc1C(C)NC(=O)Cc1ccsc1 (stereo not given),-6,14,3,-2,0.0,5,-0.7,19
C[C@H]1CN([C@@H](C)CO)S(=O)(=O)c2ccc(C#Cc3ccccn3)cc2O[C@@H]1CN(C)C(=O)C1CC1,-1&4,21,-6&-2,-9&-9,0.1,-1,-1.6&-2.2,16
C[C@@H]1CCCCO[C@H](CN(C)S(=O)(=O)c2cccs2)[C@H](C)CN([C@@H](C)CO)C(=O)c2cc(NS(=O)(=O)c3ccc(F)cc3)ccc2O1,5,-2,-1,11,0.1,-8,0.7,-5
COc1ccc(S(=O)(=O)N(C)C[C@H]2OCCCC[C@H](C)Oc3ccc(NS(=O)(=O)c4c(C)noc4C)cc3C(=O)N([C@H](C)CO)C[C@H]2C)cc1,-6,-4,0,-5,-0.2,-4,4.9,-8
CCc1ccc(C(=O)Nc2cc(C)ccc2F)s1,66*,10,-2,-5,0.4,-7,-1.7,-6
CCOc1ccc(CNc2nnnn2C)cc1,9,-9,1,-2,0.1,0,2.2,30
C[C@H]1CN([C@@H](C)CO)C(=O)Cc2cc(NC(=O)C3CCCCC3)ccc2O[C@@H]1CN(C)C(=O)Nc1ccc(C(F)(F)F)cc1,-2,-20,2,-3,-0.1,-11,-2.2,-6
Clc1cc(/C=N\NC2=NCCN2)cc(Cl)n1,·,22,1,-3,0.3,-6,-1.8,·
N#Cc1cccc(-c2ccc3c(c2)[C@H]2[C@H](CCN2Cc2ccncc2)[C@@H](CO)N3)c1,·,9,-3,-17,0.0,·,5.4,·
COc1cc(OC)c(OC)cc1/C=C1\CC(C)C/C(=C\c2cc(OC)c(OC)cc2OC)C1=O (stereo not given),-28,-3,-2,-103,0.3,-4,2.5,-14

Remaining list, next part.
Compound,esBAF inh,GSIS activator,ERAP1 HTS inh,RAD52 anneal inh,Xi reactivation,RAD54 inh,CFTR F508del cor,ARNT TACC3 PPI
O=C(CSc1nc(=O)n2cc(Cl)ccc2n1)NCCc1ccccc1,1,-4,4,-28,0.0,2,-0.3,-1
CC(C)OCCCNC(=O)Cc1ccc(Br)cc1,·,·,3,0,0.0,·,-2.1,-4
Cc1ccc(S(=O)(=O)N2CCN(CC(=O)N/N=C\c3ccc(Cl)c([N+](=O)[O-])c3)CC2)cc1,·,-10,·,·,0.3,0,·,1
Cc1ccc(S(=O)(=O)N2CCC(C(=O)NNC(=O)c3cccnc3)CC2)cc1,·,-1,5,-14,-0.1,·,0.8,-16
CCOC(=O)c1c(S(=O)(=O)NCCc2ccco2)c(C)n(C)c1C,1,0,2,6,0.0,-3,-0.3,-3
COc1ccc(CCNC(=O)CSc2nc3ccccc3c3nc(CCN4CCCCC4)nn23)cc1OC,·,1,-1,12,-0.1,·,-1.0,0
CCCN1C2CCCC1CC(NC(=O)c1ccc(Br)cc1)C2 (stereo not given),-11,-1,-3,-11,0.0,1,-2.0,-3
O=C(NCC1CC1)c1ccc2c(c1)S(=O)(=O)c1cc(Cl)ccc1C2=O,1,0,-1,-6,0.0,1,1.7,10
COc1cccc(N2CCN(c3ccc4nnc(CCC(=O)Nc5ccc(OC)c(OC)c5)n4n3)CC2)c1,-6,7,4,8,0.2,-5,0.1,6
Clc1ccccc1Cc1noc(CN2CCCCC2c2ccccn2)n1 (stereo not given),·,1,1,-12,0.2,·,-0.8,3
CC(C)NC(=O)Nc1ccc2c(c1)C(=O)N([C@@H](C)CO)C[C@H](C)[C@H](CN(C)S(=O)(=O)c1ccccc1)O2,-2,10,1,4,0.3,-9,-1.0,-1
O=C(C[C@H]1C[C@@H]2c3cc(NS(=O)(=O)c4ccc(F)cc4)ccc3O[C@@H]2[C@@H](CO)O1)NCc1ccc(-c2ccccc2)cc1,-21,-14,3,2,0.0,8,-0.7,9

(continued)
Compound,esBAF inh,GSIS activator,ERAP1 HTS inh,RAD52 anneal inh,Xi reactivation,RAD54 inh,CFTR F508del cor,ARNT TACC3 PPI
COc1ccc(C(OCC(O)CN(C)C2CCCCC2)c2ccc(OC)cc2)cc1 (stereo not given),-6,-16,0,3,0.2,-4,2.7,·
CN(CC(=O)Nc1cccc(F)c1)CC(=O)Nc1ccc(Cl)cc1[N+](=O)[O-],·,-6,14,-5,0.0,·,-0.2,10
Cc1ccc2nc3n(c(=O)c2c1)-c1cc2ccccc2cc1C(=O)NC3CC(C)C (stereo not given),10,16,-5,-14,0.0,-3,0.1,·
CC(C)c1ccc(NC2CCCN(C(=O)c3ccccc3-c3ncc[nH]3)C2)cc1 (stereo not given),5,-13,1,-11,0.0,-2,-0.6,15
COc1ccc(CCC(=O)NCCS(=O)(=O)N2CCN(c3ccccc3OC)CC2)cc1,-9,-27,2,-8,0.3,-15,0.2,-25
COc1cc(S(=O)(=O)N(Cc2ccco2)C2CCCC2)ccc1-n1cnnn1,0,-34,-2,-8,·,-2,-1.3,2
COc1cc(-c2n[nH]c(=S)n2C(C)c2ccccc2)cc(OC)c1OC (stereo not given),-7,-2,2,-15,0.3,0,-0.9,-7
CCCNC(=O)C1CC(c2ccccc2C(F)(F)F)=NO1 (stereo not given),3,0,-2,4,0.1,-3,-3.2,-6
CCC(=O)N(C)C[C@@H]1Oc2cc(-c3ccc(OC)cc3)ccc2S(=O)(=O)N([C@H](C)CO)C[C@H]1C,-4,2,-3,6,0.6,6,-2.8,5
C[C@@H]1CCCCO[C@@H](CN(C)Cc2ccccc2)[C@@H](C)CN([C@@H](C)CO)C(=O)c2cc(NS(=O)(=O)c3cn(C)cn3)ccc2O1,-6,6,4,1,0.3,2,-1.6,-16
Cc1ccc(S(=O)(=O)CCC(=O)Nc2nnc(CC(C)C)s2)cc1,·,-3,-1,-7,0.0,·,-4.2,-3
Cc1sc(NC(=O)CSc2nnnn2C(C)C)c(C#N)c1C,-3,0,0,14,-0.2,·,0.5,10

Other entries.
Compound,esBAF inh,GSIS activator,ERAP1 HTS inh,RAD52 anneal inh,Xi reactivation,RAD54 inh,CFTR F508del cor,ARNT TACC3 PPI
Cc1ccc(NC(=O)C2(C)CCN2C(=O)Cc2cc(F)ccc2F)cc1 (stereo not given),4,-10,0,-6,0.0,7,-4.8,·
CCC(=O)N1C[C@@H](C)[C@H](OC)CN(C)C(=O)c2ccc(NC(=O)C3CCCCC3)cc2OC[C@H]1C,5,-16,2,6,0.0,1,·,0
O=c1ccn(CCc2c[nH]c3ccccc23)c2c1CCCC2,-8,4,-2,1,0.2,-2,-0.8,-7
Cc1sc2nc(CN(C(=O)NCc3ccccc3)C3CCCC3)[nH]c(=O)c2c1C,1,-11,·,-10,0.0,2,4.4,-3
Nc1nonc1-n1nnc(C(=O)N/N=C/c2ccncc2)c1CSc1ccccc1,0,·,1,-3,0.0,4,-2.0,-24
COc1ccc2[nH]c(=O)c(CN(C(=O)c3cccnc3)c3cc(C)ccc3C)cc2c1,·,-5,·,-10,0.1,·,-0.7,3
O=C(NCCCCc1ccccc1)C1CCCC1,13,11,-4,-7,0.3,5,-0.2,18
CCOC(=O)c1c(O)cc(C)cc1Nc1ccccc1,2,-53,1,-3,0.2,6,3.6,-7
